# Tau fluor counter – counter-screen for tau fibril formation inhibitors. tau K18 P301L Alexa594 fluorescence, heparin fibrillization. Potency, µM (titrated, usually from 57.7 µM), for the others: at the top dose activity change, negative = decrease. hit rate 0.93% among 280,000; note: % is set by controls: 0 for no effect and ±100 for the full control effect; nearly all actives have a fitted effect of over 55% in size
#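 Human K18 P301L tau (15 uM unlabeled plus 0.24 uM Alexa 594-labeled, final) in 100 mM sodium acetate pH 7 was mixed with compound and 20 uM heparin and incubated 6 hr at 37 C.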
# HTT ATP protect – Huntington cell model cytoprotection by ATP luminescence | AID 1471 | Potency, µM (top dose mostly 56.4 µM), without a hit: cytoprotection (ATP increase), hits mostly activators | PC12 HTT-Q103 induced, cytoprotection, ATP luminescence, 40 h | hit rate 0.14% among 230,000;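 note: % of control where 0% means no effect; nearly all actives have a fitted effect of over 45% in size; toxic huntingtin expression switched on by the ecdysone agonist tebufenozide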
#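 Rat PC12, Q103 Htt exon1-GFP fusion, ecdysone promoter; tebufenozide inducer 100 nM final; compound titration; qHTS, 1500 cells/well; ATPlite luminescent read.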
# aGal spleen mod – inhibits or activates alpha-galactosidase in human spleen homogenate; P06280; human spleen homogenate, 4MU-alpha-Gal fluorescence, 40 min; Potency, µM (series often up to 80 µM), inactives show top-dose activity change, negative = inhibition, hits mostly inhibitors; hit rate 0.008% among 240,000;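 note: 0% = enzyme with vehicle and -100% = no enzyme basal signal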
# Target sequence (P06280 32-429 limits assumed): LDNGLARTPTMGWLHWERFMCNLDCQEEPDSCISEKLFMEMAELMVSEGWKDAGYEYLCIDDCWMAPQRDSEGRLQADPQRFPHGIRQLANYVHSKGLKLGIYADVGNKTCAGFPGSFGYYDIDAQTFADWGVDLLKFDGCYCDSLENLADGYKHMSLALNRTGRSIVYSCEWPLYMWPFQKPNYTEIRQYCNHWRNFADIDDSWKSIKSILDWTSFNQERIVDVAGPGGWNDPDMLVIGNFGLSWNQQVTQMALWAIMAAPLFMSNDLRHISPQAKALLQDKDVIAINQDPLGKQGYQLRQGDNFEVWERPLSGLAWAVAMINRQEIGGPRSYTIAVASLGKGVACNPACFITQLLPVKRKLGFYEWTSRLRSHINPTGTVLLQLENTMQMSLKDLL
#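 qHTS titration in buffer at pH 5.0. Alpha-galactosidase activity in spleen homogenate was measured via 4-methylumbelliferone release from 1 mM fluorogenic substrate after 40 min at 37C and a pH 10 stop. AC50 came from Hill fits of control-normalized data.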
# aGlu spleen mod – lysosomal alpha-glucosidase (human) modulation; P10253; human spleen homogenate, 4-MU-alpha-glucoside fluorescence; Potency, µM (series often up to 79.9 µM), without a hit: at the highest dose activity change, negative = inhibition, hits mostly inhibitors; hit rate 0.006% among 240,000; AID 2112;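 note: 0% = enzyme with vehicle and -100% = no enzyme basal signal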
#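 Human spleen homogenate (1 ug) incubated with compounds and 1 mM 4-methylumbelliferyl-alpha-D-glucopyranoside in pH 5.0 citrate/phosphate buffer, 37 C, 40 min. Stopped at pH 10; 4-MU fluorescence (Ex 365/Em 440 nm); AC50 by Hill fit.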
# GAA glycogen mod – alters human alpha-glucosidase cleavage of glycogen; Potency, µM (doses to about 76.4 µM), without a hit: top-dose activity change, negative = inhibition, most hits filed as inhibitors; hit rate 0.38% among 300,000; P10253; recombinant GAA, glycogen substrate, Amplex Red glucose oxidase fluorescence;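 note: 0% = full enzyme reaction and -100% = no-enzyme basal signal; the screen sought inhibitors and activators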
#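 Recombinant human enzyme (4 nM); glycogen substrate; 37 C, 40 min, pH 5.0. Readout: coupled glucose oxidase/Amplex Red fluorescence.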
# Tau ThT inhib – inhibitors of human tau fibril formation, thioflavin T binding; AID 1460; hit rate 2.1% among 270,000; recombinant tau K18 P301L (four-repeat tau fragment), heparin-induced fibrillization, ThT fluorescence; Potency, µM (titrated, usually from 57.4 µM), for inactives: at the top dose activity, negative = inhibition, usual class: inhibitors; note: % is set by controls: 0 for no effect and ±100 for the full control effect; nearly all actives have a fitted effect of over 55% in size
# Target sequence (P10636 561-689 P618L limits assumed): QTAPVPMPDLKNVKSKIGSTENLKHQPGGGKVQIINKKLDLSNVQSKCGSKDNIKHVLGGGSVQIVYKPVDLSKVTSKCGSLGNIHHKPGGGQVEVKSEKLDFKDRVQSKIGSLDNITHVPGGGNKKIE
#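 K18 P301L tau (15 uM + 0.24 uM Alexa 594-tagged), heparin 20 uM, NaOAc pH 7, 6 h 37 C; ThT 30 uM, 1 h RT, ex 450/em 510 nm.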
# Tau FP inhib – inhibitors of human tau fibril formation; Potency, µM (top dose mostly 57.7 µM), without a hit: top-dose activity, negative = inhibition, most hits filed as inhibitors; K18 P301L tau heparin fibrillization, Alexa594 FP, 6 h; AID 1468; hit rate 0.39% among 280,000; note: % is set by controls: 0 for no effect and ±100 for the full control effect; nearly all actives have a fitted effect of over 55% in size
#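 FP of Alexa 594-tau after heparin (20 uM) induction. Substrate: human K18 P301L, 15 uM unlabeled, 0.24 uM labeled. Buffer 100 mM sodium acetate pH 7. 6 hr, 37 C.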
# GAA inhib – inhibitors of human lysosomal alpha-glucosidase. P10253. purified human GAA, 4-MU-alpha-glucoside fluorescence. Potency, µM (top dose mostly 76.9 µM), for the others: at the top dose activity change, negative = inhibition, actives largely listed as inhibitors. hit rate 0.005% among 200,000. AID 1466;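 note: plate controls were uninhibited enzyme wells for no effect and no-enzyme background for full effect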
#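 Endpoint fluorogenic read: 20 min room-temperature reaction of 4 nM human alpha-glucosidase with 400 uM 4-methylumbelliferyl-alpha-D-pyranoside, pH 5.0, quenched with 1M NaOH/1M glycine pH 10. AC50 from Hill modeling.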
# * marks the source's active call; other numbers are inactive results; ? = inconclusive; / = no result given; & = joins results of further samples; [ ] = remark or other dose. Calls come from the whole dose curve; as a rule, active = well fitted curve in the direction sought with a large enough effect; inconclusive = small, poorly fitted or top-dose-only effect, or another doubt; inactive = no such curve, though single readings can be large; an effect the other way counts as inactive or inconclusive. Potency is the fitted concentration of half-maximal effect.
1) O=C(NCC(c1cccnc1)N1CCN(c2ccccc2F)CC1)c1cccc(Cl)c1 (stereo not drawn)
2) Cc1ccc(C2=N/C(=C/c3cccs3)C(=O)N2Nc2ccccc2)cc1
3) CC(=O)c1cccc(NC2c3ncccc3C(=O)N2Cc2ccco2)c1 (stereo not drawn)
4) CCCS(=O)(=O)NCCc1cc2c(OC)ccc(OC)c2[nH]c1=O
5) CCOC(=O)C(CC)Sc1nc2c(c(=O)[nH]c(=O)n2C)n1CCc1ccccc1 (stereo not drawn)
6) O=C(CSc1nc2ccccc2n1-c1ccccc1)Nc1ncc(Cl)cc1Cl
7) Cc1ccc2cccc(Oc3ccc([N+](=O)[O-])cc3[N+](=O)[O-])c2n1
8) CC(C)CC(NC(=O)CN)C(=O)NC(Cc1ccccc1)C(=O)O (stereo not drawn)

screen / no.,1,2,3,4,5,6,7,8
Tau fluor counter,-17%,?,-12%,0%,-4%,-19%,-21%,-3%
HTT ATP protect,5%,-11%,-24%,12%,-9%[0.074 µM],5%[10 µM],/,/
aGal spleen mod,-10%,-4%,2%,0%,-12%,1%,-15%,4%
aGlu spleen mod,-9%,-2%,-8%,2%,-2%,-4%,-3%,1%
GAA glycogen mod,3%,-11%,10%,3%,-5%,0%,10%,/
Tau ThT inhib,-12%,?,?,-1%,-18%,?,-10%,5%
Tau FP inhib,2%,-7%,-3%,5%,-10%,5%,0%,-1%
GAA inhib,-7%,-5%,4%,-1%,8%,-12%,12%,/

9) CCNC(=S)N/N=C/c1ccc(OCCOc2ccccc2C)cc1
10) CCOC(=O)c1c(NC2=NS(=O)(=O)c3ccccc32)sc2c1CCC(C)C2 (stereo not drawn)
11) CCOC(=O)C(C(=O)NCCCN1CCOCC1)C1CCCCC1 (stereo not drawn)
12) Cc1cc(C)c(S(=O)(=O)c2cccc(Cl)c2)c(Cl)n1
13) CCOc1ccc(CCNc2nc3c(-c4ccc(C)cc4)nnn3c3ccccc23)cc1OCC
14) NC(=O)c1ccsc1NC(=O)C1CCCN1S(=O)(=O)c1ccc(Cl)cc1 (stereo not drawn)
15) Cc1ccccc1CC1(CO)CCCN(Cc2ccn[nH]2)C1 (stereo not drawn)
16) CSc1ncc(Cl)c(C(=O)Nc2cccc(C)c2)n1

screen / no.,9,10,11,12,13,14,15,16
Tau fluor counter,2%,-10%,3%,3%,-29%,8%,-2%,-20%
HTT ATP protect,11%[10 µM],-3%[10 µM],19%[10 µM],6%[10 µM],/,-22%[0.074 µM],2%[10 µM],-4%[10 µM]
aGal spleen mod,-2%,14%,4%,-4%,/,1%,5%,-4%
aGlu spleen mod,-4%,6%,1%,1%,/,-3%,1%,-5%
GAA glycogen mod,3%,-2%,10%,1%,3%[76.3 µM],-4%,-1%,10%
Tau ThT inhib,-13%,0%,4%,-1%,-2%,6%,-6%,-9%
Tau FP inhib,-3%,-5%,8%,2%,-11%,3%,0%,-3%
GAA inhib,1%,-10%,0%,2%,/,9%,-1%,-2%

17) Cc1cccc(/N=C/C2=C(O)CC(C)(C)CC2=O)n1
18) COc1ccc(/C=C(/C(=O)NCc2ccccc2)c2ccccc2)cc1
19) COc1cc(C)ccc1OCCSc1nnc(-c2cccs2)o1
20) Cc1[nH]c(=O)c(C#N)c2c1COC(C)(C)C2
21) O=C(CP(=O)(c1ccccc1)c1ccccc1)Nn1cnnc1
22) Cc1cccc(N2CCN(C(=S)NC3CCCCC3)CC2)c1C
23) CN(C)Cc1ccc(F)cc1Sc1cc(Cl)ccc1Cl
24) C[C@@H]1NC(=O)/C(=C\c2ccccc2Cl)NC1=O

screen / no.,17,18,19,20,21,22,23,24
Tau fluor counter,-3%,-8%,-14%,-6%,-11%,-24%,-3%,/
HTT ATP protect,20%[10 µM],-17%[10 µM],/,/,-3%,0%[10 µM],/,13%[10 µM]
aGal spleen mod,0%,-2%,/,9%,0%,-4%,1%,4%
aGlu spleen mod,-7%,-8%,/,-7%,-15%,3%,-6%,0%
GAA glycogen mod,2%,0%,-6%[76.3 µM],-11%,6%,6%,-12%,-4%
Tau ThT inhib,-4%,?,?,-9%,-6%,/,3%,/
Tau FP inhib,-4%,-4%,-5%,-6%,-10%,12%,4%,/
GAA inhib,/,3%,/,-7%,-7%,/,1%,/

# The list goes on; the last three above are carried over.
22) Cc1cccc(N2CCN(C(=S)NC3CCCCC3)CC2)c1C
23) CN(C)Cc1ccc(F)cc1Sc1cc(Cl)ccc1Cl
24) C[C@@H]1NC(=O)/C(=C\c2ccccc2Cl)NC1=O
25) COc1ccccc1/C=C/C=N/n1c(C2CCCCC2)n[nH]c1=S
26) CCCS(=O)(=O)N1CCN(C(=O)c2ccc(-c3ccccc3)cc2)CC1
27) COc1ccccc1NC(=O)c1nn(-c2ccccc2)ccc1=O
28) Cc1cc([N+](=O)[O-])ccc1NC(=O)C[n+]1ccc(N(C)C)cc1
29) Cc1ccc2c(c1)C1CN(C)CCC1N2C(=S)NC(=O)c1ccc(Br)cc1 (stereo not drawn)
30) COc1ccc(CCNC(=O)CCn2c(=O)oc3ccccc32)cc1
31) O=S(=O)(NCCSc1ccccc1)c1cccs1
32) O=C(Nc1nonc1-c1ccc(Br)cc1)c1ccco1

screen / no.,22,23,24,25,26,27,28,29,30,31,32
Tau fluor counter,-24%,-3%,/,-25%,-4%,-14%,-5%,-13%,-5%,-2%,-4%
HTT ATP protect,0%[10 µM],/,13%[10 µM],9%[10 µM],16%,16%[10 µM],25%[10 µM],-17%,-3%[10 µM],0%[10 µM],/
aGal spleen mod,-4%,1%,4%,-3%,0%,3%,-3%,3%,3%,1%,/
aGlu spleen mod,3%,-6%,0%,-7%,2%,-5%,7%,7%,-5%,1%,/
GAA glycogen mod,6%,-12%,-4%,-12%,1%,2%,17%,-31%,4%,1%,-1%[76.3 µM]
Tau ThT inhib,/,3%,/,-12%,-12%,-22%,1%,-13%,-9%,-1%,3%
Tau FP inhib,12%,4%,/,-2%,4%,-7%,7%[2.34 µM],-4%,1%,7%,?
GAA inhib,/,1%,/,-10%,4%,0%,?,-6%,-5%,-17%,/

33) CN(NC1OC(=O)c2ccccc21)c1c([N+](=O)[O-])cc(C(F)(F)F)cc1[N+](=O)[O-] (stereo not drawn)
34) Cc1ccc(C(=O)c2cc([N+](=O)[O-])ccc2N2CCCCC2)cc1
35) C#CC[N+](C)(C)CCCCCCCCCCCC
36) O=C(NCCCN1CCOCC1)C(=O)NCc1ccc(Cl)cc1
37) Cc1ccccc1NC(=O)CSc1ccc(-c2cccs2)nn1
38) CC(C)C1Cc2c(sc(NC(=S)NC(=O)c3ccccc3)c2C#N)CO1 (stereo not drawn)
39) Clc1ccc(OCCN2CCCCC2)c(Cl)c1
40) COc1ccc(C(=O)Nc2ccccc2C(=O)NC(Cc2ccc(O)cc2)C(=O)NNC(=O)c2ccc(C)cc2)cc1 (stereo not drawn)

screen / no.,33,34,35,36,37,38,39,40
Tau fluor counter,-2%,-19%,-2%,11%,-18%,-3%,-2%,-14%
HTT ATP protect,28%[10 µM],-73%[inhibitor][10 µM],-72%[inhibitor][10 µM],/,/,-3%[10 µM],-6%,26%[10 µM]
aGal spleen mod,8%,3%,2%,-2%,/,-2%,4%,4%
aGlu spleen mod,2%,-6%,4%,-1%,/,5%,2%,3%
GAA glycogen mod,1%,8%,-3%,-10%,-7%[76.3 µM],-2%,-5%,9%
Tau ThT inhib,?,-14%,-12%,2%,-4%,-11%,-10%,3%
Tau FP inhib,-4%,-3%,?,7%,-8%,9%,4%,6%
GAA inhib,/,-7%,?,?,/,-3%,-8%,2%

41) O=C(CN1C(=O)C2CC=C(Cl)CC2C1=O)NCc1ccccc1 (stereo not drawn)
42) COCCN1C(=O)N(c2cccc(OC)c2)C(=O)C1CC(=O)Nc1ccccc1 (stereo not drawn)
43) COc1ccc(C2CC(c3ccccc3)=NN2C(=O)COC(=O)c2cccc(S(=O)(=O)N3CCOCC3)c2)cc1 (stereo not drawn)
44) CC(OC(=O)c1ccc(S(=O)(=O)N(C)c2ccccc2)cc1)C(=O)NCCC1=CCCCC1 (stereo not drawn)
45) O=C1NC(=S)SC1=C1CCCC1
46) Cc1onc(-c2ccccc2)c1C(=O)NCCc1ccc(Cl)cc1
47) Cc1cccc(/C=C(\C(=O)C(=O)O)c2ccc3ccccc3n2)c1
48) COc1ccc(C(=S)N2CCCC2)cc1C

screen / no.,41,42,43,44,45,46,47,48
Tau fluor counter,-13%,-5%,-16%,-8%,-21%,-18%,-11%,10%
HTT ATP protect,-6%[10 µM],/,0%[10 µM],0%[10 µM],2%,-1%,-57%[inhibitor],-13%
aGal spleen mod,5%,/,1%,5%,-7%,0%,2%,9%
aGlu spleen mod,5%,/,-10%,0%,-7%,-6%,5%,6%
GAA glycogen mod,-18%,-7%[76.3 µM],9%,-10%,-14%,7%,-4%,-11%
Tau ThT inhib,-9%,1%,-12%,-18%,?,-4%,?,4%
Tau FP inhib,-10%,0%,-1%,-3%,?,?,-3%,1%
GAA inhib,?,/,-4%,-7%,0%,-8%,?,0%

49) CC1CCCN(CCCNC(=O)c2cc3c(Cl)nc4ccccc4c3s2)C1 (stereo not drawn)
50) O=C(CCN1C(=O)C2C3C=CC(C3)C2C1=O)NCc1cccnc1 (stereo not drawn)
51) Nc1nccc(-c2ccc(-n3cnc4ccccc43)cc2)n1
52) NNc1nc(-c2ccccc2)c2ccccc2n1
53) COC(=O)c1ccc(COc2ccc(/C=N/NC(=O)C(=O)Nc3ccc(OC)cc3)cc2OC)o1

screen / no.,49,50,51,52,53
Tau fluor counter,-18%&-23%,1%,-3%,-11%,-4%
HTT ATP protect,-32%[inhibitor],5%[10 µM],-36%[inhibitor],-54%[inhibitor],-10%[10 µM]
aGal spleen mod,2%,1%,19%,-7%,-11%
aGlu spleen mod,-23%,6%,-20%,-7%,2%
GAA glycogen mod,6%,4%,4%,?,2%
Tau ThT inhib,-8%&-9%,-12%,-11%,?,/
Tau FP inhib,-6%&-7%,-4%,-7%,3%,-4%
GAA inhib,-5%,-4%,-7%,/,/

# Compound activity: PubChem, National Center for Advancing Translational Sciences (NCATS)
